Pf apPOL block = Pf-apPOL inhibitors, biochemical, fluorescence | hit rate 0.25% among 210,000 | Recombinant Pf-apPOL, molecular beacon fluorescence, 1.5 h | AID 1794808, 2022 | inhibition, % at 10 µM
mHTT-CaM PPI inh = mutant huntingtin-calmodulin interaction inhibitors – biochemical, AlphaScreen, primary screen | P42858 | AlphaScreen His-mHTT/GST-CaM binding, luminescence | inhibition, % at 15 µM | hit rate 3.6% among 190,000;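 further: 0% = both proteins with DMSO and 100% = one protein alone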
The depositor's hits bear a star; & = joins results of further samples. No stated cut-off is given here; in the data, active means inhibition above about 50%; inactive means the rest. Compounds were not picked by outcome; about 3.5% have a hit in one of these screens.

For Cc1ccccc1C(=O)N1CCC(C(=O)Nc2ccc(Br)cc2)CC1 the results were Pf apPOL block 1 and mHTT-CaM PPI inh 5.
`O=C(NCCCN1CCCC1=O)c1cc2nc(-c3ccco3)cc(C(F)(F)Cl)n2n1` gave Pf apPOL block -8 and mHTT-CaM PPI inh 2.
For COCCCNC(=O)CCC(=O)N1CCCn2nc(-c3cn(C)c4ccccc34)cc21 the results were Pf apPOL block 2 and mHTT-CaM PPI inh 20.
`Nc1c(C(=O)NCc2ccco2)nnn1Cc1ccc(Cl)cc1` gave Pf apPOL block -3 and mHTT-CaM PPI inh 4.
Cc1noc(COC2CCN(S(=O)(=O)c3ccccc3F)CC2)n1 was read as Pf apPOL block -4 and mHTT-CaM PPI inh -3.
O=C(C1COC2(CCCCC2)N1C(=O)c1ccc(Cl)c(Cl)c1)N1CCCC1 (stereo unspecified) was read as Pf apPOL block 5 and mHTT-CaM PPI inh 6.
Screening COCCCNC(=O)c1cccc(C2CCCN(C(=O)NC(C)C)C2)c1 (stereo unspecified) returned Pf apPOL block -4 and mHTT-CaM PPI inh -6.
For Cc1ccc(S(=O)(=O)Nc2cc(C(=O)NCc3cccnc3)ccc2N2CCCCC2)cc1 the results were Pf apPOL block -19 and mHTT-CaM PPI inh 20.
`COCCNC(=O)C1(C)CCC(=O)N1Cc1cccc(F)c1` (stereo unspecified) gave Pf apPOL block 0 and mHTT-CaM PPI inh 8.
O=C(O)Cn1nnnc1SCC(=O)Nc1cccc([N+](=O)[O-])c1 was read as Pf apPOL block 3 and mHTT-CaM PPI inh -3.
`COc1cccc(C2CC(c3cccc(F)c3)n3ncnc3N2)c1` (stereo unspecified) gave Pf apPOL block 13 and mHTT-CaM PPI inh 1.
`NC(=O)C1CCN(C2OC(=O)c3ccccc32)CC1` (stereo unspecified) gave Pf apPOL block -5 and mHTT-CaM PPI inh -4.

No new results follow: entries from further up.
For Cc1ccccc1C(=O)N1CCC(C(=O)Nc2ccc(Br)cc2)CC1 the results were Pf apPOL block 1 and mHTT-CaM PPI inh 5.
`O=C(NCCCN1CCCC1=O)c1cc2nc(-c3ccco3)cc(C(F)(F)Cl)n2n1` gave Pf apPOL block -8 and mHTT-CaM PPI inh 2.

Next part
Screening CCC1CN(C(=O)Nc2ccccc2C)c2cc(C)ccc2O1 (stereo unspecified) returned Pf apPOL block 1 and mHTT-CaM PPI inh 12.
`Cc1nccn1-c1cc(NCCNS(=O)(=O)c2ccccc2Cl)ncn1` gave Pf apPOL block -4 and mHTT-CaM PPI inh -9.
For O=C(NCc1ccc(Cl)cc1)NCC1CC(=O)N(Cc2ccc(F)cc2)C1 (stereo unspecified) the results were Pf apPOL block -8 and mHTT-CaM PPI inh -6.
Screening O=C(COc1ccccc1F)Nc1nc(-c2cc([N+](=O)[O-])cs2)cs1 returned Pf apPOL block 2 and mHTT-CaM PPI inh 0.
`CCN(CC)C(=O)c1cc2c(s1)CCC(C(=O)NCc1ccc3c(c1)OCO3)C2` (stereo unspecified) gave Pf apPOL block -2 and mHTT-CaM PPI inh 5.
For CCn1cnnc1C1CCCCN1C(=O)c1cnccn1 (stereo unspecified) the results were Pf apPOL block 5 and mHTT-CaM PPI inh 1.
Screening CC(C)C12C=CC(C)(CC1)C1C(=O)N(c3ccc(F)cc3)C(=O)C12 (stereo unspecified) returned Pf apPOL block -6 and mHTT-CaM PPI inh -2.
For CCCN1CCC(NN2CCOCC2)CC1 the results were Pf apPOL block 4 and mHTT-CaM PPI inh -8.
COc1cc([N+](=O)[O-])ccc1-c1ccc(/C=C2\C(=O)NC(=O)N(c3ccccc3)C2=O)o1 was read as Pf apPOL block 1 and mHTT-CaM PPI inh 7.
O=C(Cc1cccc(F)c1)Nc1cnc(N2CCOCC2)nc1 was read as Pf apPOL block -4 and mHTT-CaM PPI inh -4.
Screening Cc1cc(=O)[nH]c(-n2ncc(C(=O)Nc3nnc(C)s3)c2C)n1 returned Pf apPOL block -9 and mHTT-CaM PPI inh -15.
For O=C(Nc1cccnc1N1CCOCC1)C1CC1 the results were Pf apPOL block -2 and mHTT-CaM PPI inh -6.

Fetched by structure from the list above:
`CCN(CC)C(=O)c1cc2c(s1)CCC(C(=O)NCc1ccc3c(c1)OCO3)C2` (stereo unspecified) gave Pf apPOL block -2 and mHTT-CaM PPI inh 5.
COc1cc([N+](=O)[O-])ccc1-c1ccc(/C=C2\C(=O)NC(=O)N(c3ccccc3)C2=O)o1 was read as Pf apPOL block 1 and mHTT-CaM PPI inh 7.
For O=C(NCc1ccc(Cl)cc1)NCC1CC(=O)N(Cc2ccc(F)cc2)C1 (stereo unspecified) the results were Pf apPOL block -8 and mHTT-CaM PPI inh -6.
`Cc1nccn1-c1cc(NCCNS(=O)(=O)c2ccccc2Cl)ncn1` gave Pf apPOL block -4 and mHTT-CaM PPI inh -9.
Screening Cc1cc(=O)[nH]c(-n2ncc(C(=O)Nc3nnc(C)s3)c2C)n1 returned Pf apPOL block -9 and mHTT-CaM PPI inh -15.
O=C(Cc1cccc(F)c1)Nc1cnc(N2CCOCC2)nc1 was read as Pf apPOL block -4 and mHTT-CaM PPI inh -4.
Screening O=C(COc1ccccc1F)Nc1nc(-c2cc([N+](=O)[O-])cs2)cs1 returned Pf apPOL block 2 and mHTT-CaM PPI inh 0.

Next section:
Screening CC(C)(C)n1nc2c(c1NC(=O)c1cc3ccccc3oc1=O)CS(=O)(=O)C2 returned Pf apPOL block 10 and mHTT-CaM PPI inh 4.
Screening COc1ccc(CCC(=O)N2CCCC2c2ccc(OC)cc2)cc1 (stereo unspecified) returned Pf apPOL block 0 and mHTT-CaM PPI inh -4.
O=C(NCCc1c[nH]c2ccccc12)c1ccc2c(c1)NC(=O)C1CCCCN21 (stereo unspecified) was read as Pf apPOL block -2 and mHTT-CaM PPI inh 50.
For CC(CS(=O)(=O)c1ccccc1[N+](=O)[O-])N1CCOCC1 (stereo unspecified) the results were Pf apPOL block -10 and mHTT-CaM PPI inh -2.
`COc1ccc(/C=C(\NC(=O)c2cccs2)c2nc3ccccc3[nH]2)cc1OC` gave Pf apPOL block -3 and mHTT-CaM PPI inh 31.
`CC1CCCC(N2CCC(N3CCCCC3)CC2)C1` (stereo unspecified) gave Pf apPOL block 1 and mHTT-CaM PPI inh -4.
`Fc1ccc(-c2nnc(-c3ccc(F)cc3)o2)cc1` gave Pf apPOL block -1 and mHTT-CaM PPI inh 0.
For Cn1c(=O)n(C2CCN(Cc3ccsc3)CC2)c2ncncc21 the results were Pf apPOL block -5 and mHTT-CaM PPI inh 0.
For N#Cc1c(NC(=O)CO/N=C/c2cccs2)sc2c1CCCC2 the results were Pf apPOL block -1 and mHTT-CaM PPI inh inactive.
For O=C(c1c(F)cccc1F)N1CCC2(CC1)NC(=O)N(Cc1ccc(F)cc1)C2=O the results were Pf apPOL block -2 and mHTT-CaM PPI inh -3.
CCc1noc(C)c1-c1[nH]c2ccccc2c1C(=O)C(=O)N(C)C was read as Pf apPOL block -3 and mHTT-CaM PPI inh 5.
Cc1ccc(C(=O)Nc2cc([N+](=O)[O-])ccc2C)c(Cl)c1 was read as Pf apPOL block -1 and mHTT-CaM PPI inh -1.
C=CCn1c(Sc2ncnc3sc4c(c23)CCCC4)nnc1-c1ccccc1 was read as Pf apPOL block -7.
For CC(=O)N1N=C(c2cccc([N+](=O)[O-])c2)OC1c1ccc(Br)cc1 (stereo unspecified) the results were Pf apPOL block 3 and mHTT-CaM PPI inh 34.
For COc1ccc(Cl)cc1NC(=O)CSc1ccc(Cl)cc1 the results were Pf apPOL block 6.
Screening c1nc(OC2CCNC2)cc(N2CCCCC2)n1 (stereo unspecified) returned Pf apPOL block -17 and mHTT-CaM PPI inh -3.
CCOc1cccc2cc(C(=O)Nc3nccs3)c(=Nc3ccccc3OC)oc12 was read as Pf apPOL block -11 and mHTT-CaM PPI inh 3.
For COc1ccc(OC)c(-n2cnc3cc(C(=O)NCc4ccccc4)ccc32)c1 the results were Pf apPOL block 21 and mHTT-CaM PPI inh 27.
Screening Cc1ccc(C2=N/C(=C/c3ccc(N(C)C)cc3)C(=O)O2)cc1 returned Pf apPOL block 4 and mHTT-CaM PPI inh 2.
COc1cc2nc(NC(=O)C3CCCCC3)sc2cc1OC was read as Pf apPOL block -6 and mHTT-CaM PPI inh 9.
`COc1ccccc1-c1coc2cc(OCc3ccccc3)ccc2c1=O` gave Pf apPOL block -5&1 and mHTT-CaM PPI inh -5&0.
For FC(F)(F)c1cc(SCc2c(Cl)cccc2Cl)cc(C(F)(F)F)c1 the results were Pf apPOL block 5.
`Cc1ccc(C)c(C(=O)N2CCc3nc(-c4ccc(F)cc4)ncc3C2)c1` gave Pf apPOL block 0 and mHTT-CaM PPI inh 14.
`Cc1nc2nc(SCC(=O)N3CCCC3)nn2c(C)c1Cc1ccccc1Cl` gave Pf apPOL block 13 and mHTT-CaM PPI inh 15.
For CCN1C(=O)/C(=C2\SC(=O)N(Cc3ccccc3)C2=O)c2ccccc21 the results were Pf apPOL block -3 and mHTT-CaM PPI inh 14.
For COc1ccc(NC(=O)N2CCC(n3c(-c4ccco4)nc4cccnc43)C2)cc1F (stereo unspecified) the results were Pf apPOL block -2 and mHTT-CaM PPI inh 10.
`CC(C)c1ccc(NC(=O)CN2C(=O)NC3(CCCCC3)C2=O)cc1` gave Pf apPOL block -1 and mHTT-CaM PPI inh 10.
Screening Cc1cc(C)cc(NC(=O)NC2CCN(c3ccccc3)C2=O)c1 (stereo unspecified) returned Pf apPOL block -2 and mHTT-CaM PPI inh -6.
Cc1ccc(C)c(NC(=O)CN2CCC(c3nc(-c4cccs4)no3)CC2)c1 was read as Pf apPOL block -5 and mHTT-CaM PPI inh 3.
Screening COc1ccc(-c2sc3ccc(OC)cc3c2-c2ccc(SC)cc2)cc1 returned Pf apPOL block -7 and mHTT-CaM PPI inh -17.
Screening CCOc1ccc(N(CC(=O)NCc2ccccc2)S(=O)(=O)c2ccccc2)cc1 returned Pf apPOL block 5 and mHTT-CaM PPI inh 0.
For CCC(C(=O)N1CCCCC1C)c1ccccc1 (stereo unspecified) the results were Pf apPOL block 0 and mHTT-CaM PPI inh -10.
`CCc1nc(N2CCN(C)CC2)c2cnn(-c3ccccc3Cl)c2n1` gave Pf apPOL block 1 and mHTT-CaM PPI inh 9.
Screening CCCCCCCCN1[C@@H](CC(=O)O)c2ccc(/C=C/C(=O)O)cc2S1(=O)=O returned Pf apPOL block -4 and mHTT-CaM PPI inh -10.
`O=C1CC(c2ccccc2)CC2=C1C(c1ccc3c(c1)OCO3)Nc1ccc3ncccc3c12` (stereo unspecified) gave Pf apPOL block -6 and mHTT-CaM PPI inh 8.
`Cc1ccc(Cc2c(C)nc3nc(SCC(=O)N4CCCC4)nn3c2C)cc1` gave Pf apPOL block -6 and mHTT-CaM PPI inh 12.

Bioassay records (PubChem)
